Source: PubChem (Broad Institute)
T cruzi growth – inhibitors of T. cruzi proliferation. T. cruzi beta-gal in NIH3T3, GalScreen luminescence, 90 h. 77,000 compounds, 5.9% hits. inhibition, % at 8.34 µM;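 active means mean inhibition above about 93%, with at least 55% of replicates each passing it, limit read from the data, passing the limit was not always enough; inconclusive means only one of those two conditions holds; inactive means neither condition holds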
C diff growth – inhibitors of Clostridium difficile growth; 86,000 compounds, 0.25% hits; Clostridium difficile clinical isolate growth, OD600, 24 h; hits give low values; AID 1259249; growth activity, negative = inhibition, % at 16 µg/mL (by protocol);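 active means mean growth activity at or below -80% and every replicate also at or below -80%; inconclusive means mean at or below -80% but some replicate above -80%; inactive means mean growth activity above -80%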;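 further: 0% = DMSO wells and -100% = levofloxacin 16 µg/mL wells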
Pf Dd2 inh – blocks growth of Plasmodium falciparum Dd2 parasites; P. falciparum Dd2 growth, SYBR Green, 72 h; hits give low values; activity change, % at 10 µM; 94,000 compounds, 2.3% hits; in the data active means activity change below about -80%; inconclusive means no clear call, values can overlap the other calls
GASC1 inh – blocks human GASC-1 (KDM4C) demethylase activity; Q9H3R0; GST-KDM4C 2-372, H3K9me3 peptide, LANCE TR-FRET; inhibition, % at 12.5 µM; 96,000 compounds, 0.15% hits; AID 720574;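 active means mean replicate inhibition above about 25%, with at least 55% of replicates also reaching it, limit read from the data, passing the limit was not always enough; inconclusive means only one of those two conditions met; inactive means neither condition met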
Target sequence (Q9H3R0 2-372 limits assumed): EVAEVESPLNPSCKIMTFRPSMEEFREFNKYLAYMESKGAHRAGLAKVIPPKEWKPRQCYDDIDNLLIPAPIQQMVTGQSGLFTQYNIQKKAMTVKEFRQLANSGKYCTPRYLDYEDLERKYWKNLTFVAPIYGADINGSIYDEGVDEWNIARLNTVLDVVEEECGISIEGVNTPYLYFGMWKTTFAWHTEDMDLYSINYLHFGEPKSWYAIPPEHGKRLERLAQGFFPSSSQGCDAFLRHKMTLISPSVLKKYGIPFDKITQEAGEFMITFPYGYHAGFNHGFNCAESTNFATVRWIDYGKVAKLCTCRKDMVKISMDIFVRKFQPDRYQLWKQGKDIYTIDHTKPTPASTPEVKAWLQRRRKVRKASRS
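Assay system: GST-GASC-1 enzyme fragment 2-372 | Amount: 10 nM enzyme | Medium: HEPES buffer, pH 7.5, plus ascorbate | Reagent: H3K9me3 peptide substrate, Fe(II), 2-oxoglutarate | Doses: Single-point compound screen | Incubation: 30 min demethylation and 1 h detection at room temperature | Measured by: LANCE TR-FRET, excitation 340 nm, emissions 618 and 671 nm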
* marks the source's active call; other numbers are inactive results; ? = inconclusive; . = no result given; & = joins results of further samples.

SMILES	T cruzi growth	C diff growth	Pf Dd2 inh	GASC1 inh
CN(C)C(=O)c1cccc(-c2ccc3c(c2)[C@@H]2[C@@H](CCN2S(=O)(=O)c2ccccc2)[C@H](CO)N3)c1	112*	-2	-11	-0.1
Cc1cc(C(=O)Nc2ccc3c(c2)C(=O)N(C)[C@@H]2CC[C@@H](CC(=O)N[C@@H](C)c4ccccc4)O[C@@H]2CO3)no1	30	-5	-64	0.4
C[C@@H]1CN([C@@H](C)CO)C(=O)c2cc(NC(=O)Nc3ccccc3)ccc2O[C@H]1CN(C)C(=O)Nc1ccc2c(c1)OCO2	21	.	16	1.1
CN(C[C@@H]1[C@H](c2ccccc2)[C@@H](CO)N1C(=O)C1CC1)C(=O)c1ccccn1	30	0	-16	0.0
CCC(=O)Nc1ccc2c(c1)C(=O)N(C)[C@@H]1CC[C@H](CC(=O)NCCOC)O[C@H]1CO2	28	5	-9	0.2
CC(C)NC(=O)N(C)C[C@H]1OCCCC[C@@H](C)Oc2ccc(NS(=O)(=O)c3ccc(F)cc3)cc2C(=O)N([C@H](C)CO)C[C@@H]1C	34	-8	.	-1.7
CC(C)CC#Cc1cnc2c(c1)C(=O)N([C@H](C)CO)C[C@H](C)[C@H](CN(C)C(=O)C1CCCCC1)O2	102	8	1	-1.6
C[C@H]1CN([C@@H](C)CO)C(=O)c2cc(NS(=O)(=O)c3cccs3)ccc2O[C@@H]1CN(C)Cc1ccc(C(=O)Nc2ccccc2N)cc1	100	.	-51	-1.0
C[C@H](CO)N1C[C@H](C)[C@@H](CN(C)C(=O)c2ccncc2)OCCCC[C@H](C)Oc2ccc(NS(=O)(=O)c3ccc(Cl)cc3)cc2C1=O	15	.	-42	0.1
CCCC(=O)Nc1ccc2c(c1)C(=O)N(C)C[C@@H](OC)[C@@H](C)CN(C(=O)c1cnccn1)[C@H](C)CO2	38	-1	23	1.2
COCC(=O)N1C[C@H]2[C@@H](c3ccccc31)[C@H](CO)N2Cc1ccccc1	16	5	25	0.2
Cc1noc(C)c1NC(=O)N[C@H]1C=C[C@@H](CC(=O)NCCCN(C)C)O[C@@H]1CO	5	-2	9	1.3
COc1ccc2c3c(n(C)c2c1)[C@H](CO)N(C(=O)C1CCC1)CC31CCN(C(=O)CN(C)C)CC1	.	1	-82*	-0.2
C/C=C/c1ccc([C@@H]2[C@@H](CO)N(C(=O)CC)[C@@H]2CNC(=O)CC2CC2)cc1	25	-4	-10	-0.2
C[C@@H]1CCCCO[C@H](CN(C)C(=O)CCC(F)(F)F)[C@@H](C)CN([C@@H](C)CO)C(=O)c2cc(NC(=O)CCCN(C)C)ccc2O1	1	-2	22	4.2
C[C@H]1CN([C@@H](C)CO)C(=O)c2cc(NC(=O)Cn3cnnn3)ccc2O[C@H]1CN(C)Cc1ccccc1	-9	-1	-6	1.5
CO[C@H]1CN(C)C(=O)c2cc(NC(=O)c3cc(C)on3)ccc2OC[C@@H](C)NC[C@H]1C	35	.	19	0.0
C[C@@H]1CCCCO[C@@H](CN(C)C(=O)Cc2ccccc2)[C@H](C)CN([C@@H](C)CO)C(=O)c2cc(NS(=O)(=O)c3ccc(Cl)cc3)ccc2O1	100*	138	6	0.4
CCC(=O)N1[C@H](CO)[C@H]2c3ccccc3N(C(=O)c3ccccc3F)C[C@H]21	46	-6	0	0.2
O=C(C[C@@H]1CC[C@H]2[C@@H](COC[C@@H](O)CN2C(=O)c2ccccn2)O1)NC1CCC1	.	34&6	-17	-0.2

Copied from the list.
Under GASC1 inh, C[C@H]1CN([C@@H](C)CO)C(=O)c2cc(NS(=O)(=O)c3cccs3)ccc2O[C@@H]1CN(C)Cc1ccc(C(=O)Nc2ccccc2N)cc1 is entered as -1.0
Under T cruzi growth, C[C@@H]1CCCCO[C@H](CN(C)C(=O)CCC(F)(F)F)[C@@H](C)CN([C@@H](C)CO)C(=O)c2cc(NC(=O)CCCN(C)C)ccc2O1 is entered as 1

Other compounds follow.
SMILES	T cruzi growth	C diff growth	Pf Dd2 inh	GASC1 inh
Cc1ccc(S(=O)(=O)N(C)C[C@H]2OCCCC[C@H](C)Oc3ccc(NC(=O)Nc4ccc(C(F)(F)F)cc4)cc3C(=O)N([C@H](C)CO)C[C@H]2C)cc1	.	3	-74	-0.5
CN(C)C(=O)c1cccc(-c2ccc3c(c2)[C@H]2[C@H](CCN2C(=O)C2CCCCC2)[C@@H](CO)N3)c1	33	0	-9	-0.1
CN(C)C(=O)C[C@@H]1CC[C@H]2[C@H](COc3ccc(NC(=O)C4CCC4)cc3C(=O)N2C)O1	.	0	-4	4.5
Cc1noc(C)c1NC(=O)Nc1ccc2c(c1)CC(=O)N([C@@H](C)CO)C[C@H](C)[C@H](CN(C)C(=O)NC1CCCCC1)O2	0	.	3	-0.8
C/C=C/c1ccc([C@H]2[C@@H](CO)N[C@@H]2CNC(=O)c2ccccc2F)cc1	59	4	-10	-2.7
CCCN1C[C@@H](C)[C@H](OC)CN(C)C(=O)c2cc(NC(=O)Nc3cccc(OC)c3)ccc2OC[C@@H]1C	-3	.	.	0.5
C[C@H]1CN([C@@H](C)CO)C(=O)Cc2cc(NC(=O)Cc3ccccc3)ccc2O[C@@H]1CN(C)Cc1ccncc1	.	4	-4	-0.5
Cc1noc(C)c1NC(=O)Nc1cccc2c1O[C@H](CN(C)C(=O)NC1CCCCC1)[C@H](C)CN([C@H](C)CO)C2=O	78	-2	-4	-0.3
C[C@H]1CN([C@@H](C)CO)S(=O)(=O)c2ccc(-c3cncnc3)cc2O[C@H]1CN(C)Cc1ccc(Oc2ccccc2)cc1	.	18	9	0.6
COCC(=O)Nc1ccc2c(c1)OC[C@H](C)N(C(=O)Cc1ccccn1)C[C@@H](C)[C@H](OC)CN(C)C2=O	-14	-3	27	0.2
Cc1noc(C)c1S(=O)(=O)N(C)C[C@@H]1Oc2ccc(NS(=O)(=O)c3cn(C)cn3)cc2C(=O)N([C@@H](C)CO)C[C@@H]1C	-179	-1	10	-0.7
Cc1ccc(S(=O)(=O)Nc2ccc3c(c2)C(=O)N([C@H](C)CO)C[C@H](C)[C@H](CN(C)S(=O)(=O)c2ccc(Cl)cc2)OCCCC[C@@H](C)O3)cc1	?	4	-53	15
O=C(Nc1ccccc1F)N1CC(=O)N2[C@@H](CO)[C@@H](c3ccc(C#CC4CCCC4)cc3)[C@@H]2C1	.	3	-10	0.5
COc1ccc(S(=O)(=O)Nc2ccc3c(c2)C(=O)N([C@@H](C)CO)C[C@@H](C)[C@H](CN(C)C(=O)Nc2ccc4c(c2)OCO4)OCCCC[C@@H](C)O3)cc1	38	2	31	-0.1
CCN(C[C@H]1[C@H](c2ccccc2)[C@H](CO)N1C(C)=O)C(=O)c1ccccn1	39	-3	-22	-2.4
COC(=O)C[C@@H]1CC[C@@H]2[C@H](COC[C@H](O)CN2C(=O)Nc2cccc(F)c2)O1	-81	8&5	-17	-0.6
O=C(C[C@H]1CC[C@H]2[C@@H](COC[C@@H](O)CN2CCC(F)(F)F)O1)NCc1ccc2c(c1)OCO2	-36	3&-8	8	1.1
C[C@@H]1CN([C@@H](C)CO)C(=O)c2cc(NS(=O)(=O)c3ccc(F)cc3)ccc2O[C@H]1CN(C)Cc1ccc2c(c1)OCO2	18	5	6	-1.0
CC(=O)N1CC2(C1)[C@H](c1ccc(-c3cccc(F)c3)cc1)[C@H](CO)N2CC1CCCC1	.	5	-57	-1.0
CCCC#Cc1ccc([C@@H]2[C@H]3CN(C(=O)c4cccnc4)CC(=O)N3[C@H]2CO)cc1	.	0	-26	0.1
C[C@H](CO)N1C[C@H](C)[C@H](CN(C)C(=O)Nc2ccc(C(F)(F)F)cc2)Oc2ccc(NS(C)(=O)=O)cc2CC1=O	82	4	-20	-1.8
CC(C)CC#Cc1cnc2c(c1)C(=O)N([C@H](C)CO)C[C@H](C)[C@@H](CN(C)Cc1ccc(F)cc1)O2	48	5	-30	-0.7
COc1ccc(NC(=O)N(C)C[C@@H]2Oc3c(NC(=O)Nc4ccc(C(F)(F)F)cc4)cccc3C(=O)N([C@H](C)CO)C[C@@H]2C)cc1	106	24	-5	-0.3
C[C@@H]1CN([C@H](C)CO)C(=O)c2cc(NC(=O)Nc3ccc(F)cc3)ccc2O[C@H]1CN(C)Cc1ccncc1	24	-1	-21	-1.7
O=C(C1CCOCC1)N1C[C@H]2[C@@H](c3ccccc31)[C@H](CO)N2C(=O)c1ccccc1	26	2	6	-0.7
O=C(NC[C@H]1[C@H](c2ccccc2)[C@@H](CO)N1CC1CC1)c1cccnc1	-15	15	-6	1.6
COc1ccc(S(=O)(=O)N(C)C[C@@H]2OCc3cnnn3CCCC(=O)N([C@H](C)CO)C[C@H]2C)cc1	-35&11	2&-2	9&1	-0.6
C[C@@H]1CN([C@H](C)CO)C(=O)c2cc(C#Cc3cccnc3)cnc2O[C@@H]1CN(C)C	.	-6	-33	17
C[C@H]1CN([C@@H](C)CO)S(=O)(=O)c2ccc(-c3cccc(F)c3)cc2O[C@@H]1CN(C)S(C)(=O)=O	-47	.	15	7.5
COc1ccc(S(=O)(=O)Nc2ccc3c(c2)C(=O)N([C@@H](C)CO)C[C@@H](C)[C@H](CN(C)S(C)(=O)=O)OCCCC[C@@H](C)O3)cc1	26	4	13	0.2
CO[C@@H]1CN(C)C(=O)c2ccc(NS(=O)(=O)c3ccc(Oc4ccccc4)cc3)cc2OC[C@H](C)NC[C@@H]1C	0	.	-15	-10
C[C@@H]1CN([C@@H](C)CO)C(=O)c2cc(NC(=O)NC3CCCCC3)ccc2O[C@H]1CN(C)Cc1ccc(C(=O)O)cc1	.	1	13	0.2
COc1ccc(NC(=O)N(C)C[C@@H]2Oc3c(NC(=O)C4CCCCC4)cccc3C(=O)N([C@@H](C)CO)C[C@H]2C)cc1	26	-2	-5	2.2
C[C@@H]1CN([C@@H](C)CO)S(=O)(=O)c2ccc(C#CC3(O)CCCC3)cc2O[C@H]1CN(C)C(=O)Nc1cccc(F)c1	39	-6	-56	0.1
CC(=O)Nc1ccc2c(c1)C(=O)N(C)[C@@H]1CC[C@H](CC(=O)NCC3CC3)O[C@@H]1CO2	26	-2	6	2.2
CNC[C@@H]1Oc2ccc(NC(=O)C3CC3)cc2CC(=O)N([C@H](C)CO)C[C@H]1C	19	-2	-4	0.4
C[C@@H]1CN([C@@H](C)CO)C(=O)Cc2cc(NC(=O)Nc3ccc(F)cc3)ccc2O[C@@H]1CN(C)Cc1ccccc1	81	1	-36	5.3
CCCC(=O)Nc1ccc2c(c1)C(=O)N(C)C[C@@H](OC)[C@H](C)CN(C(=O)CC)[C@@H](C)CO2	-26	.	.	1.0
C[C@@H]1CCCCO[C@H](CN(C)Cc2ccccc2)[C@@H](C)CN([C@H](C)CO)C(=O)c2cc(NC(=O)CCCN(C)C)ccc2O1	-7	3	28	0.8
Cc1noc(C)c1S(=O)(=O)Nc1ccc2c(c1)CC(=O)N([C@@H](C)CO)C[C@H](C)[C@@H](CN(C)Cc1ccc(C(F)(F)F)cc1)O2	81	3	10	-1.3

Structures above printed as active in Pf Dd2 inh.
SMILES	C diff growth	Pf Dd2 inh	GASC1 inh
COc1ccc2c3c(n(C)c2c1)[C@H](CO)N(C(=O)C1CCC1)CC31CCN(C(=O)CN(C)C)CC1	1	-82*	-0.2

(cont.)
SMILES	T cruzi growth	C diff growth	Pf Dd2 inh	GASC1 inh
CCCC(=O)Nc1ccc2c(c1)C(=O)N(C)C[C@H](OC)[C@H](C)CN(Cc1ccccn1)[C@@H](C)CO2	35	.	-6	4.4
Cc1ccc(S(=O)(=O)N(C)C[C@H]2Oc3ccc(NC(=O)C4CC4)cc3C(=O)N([C@@H](C)CO)C[C@@H]2C)cc1	6	1	-28	0.0
C[C@@H]1CN([C@H](C)CO)C(=O)c2cc(-c3ccccc3F)cnc2O[C@@H]1CN(C)Cc1ccccc1	8	2	7	2.2
CN1C(=O)c2cc(NC(=O)c3cccc(F)c3)ccc2OC[C@@H]2O[C@H](CC(=O)NC3CCC3)CC[C@H]21	6&-57	-7&-5	-23&-27	2.0&-1.9
CCC(=O)N(C)C[C@H]1Oc2ncc(-c3cccc(OC)c3)cc2C(=O)N([C@@H](C)CO)C[C@H]1C	-57	0	1	1.9
O=C(C[C@H]1C=C[C@H](NC(=O)CN2CCOCC2)[C@H](CO)O1)NC1CCCCC1	-10	7	6	0.8
C[C@H](CO)N1C[C@H](C)[C@H](CN(C)Cc2ccc3c(c2)OCO3)Oc2ccc(NS(=O)(=O)c3ccccc3)cc2CC1=O	57	-12	-37	0.6

Three structures out of the list, arranged by molar mass, ascending:
SMILES	T cruzi growth	C diff growth	Pf Dd2 inh	GASC1 inh
C[C@@H]1CN([C@H](C)CO)C(=O)c2cc(-c3ccccc3F)cnc2O[C@@H]1CN(C)Cc1ccccc1	8	2	7	2.2
Cc1ccc(S(=O)(=O)N(C)C[C@H]2Oc3ccc(NC(=O)C4CC4)cc3C(=O)N([C@@H](C)CO)C[C@@H]2C)cc1	6	1	-28	0.0
C[C@H](CO)N1C[C@H](C)[C@H](CN(C)Cc2ccc3c(c2)OCO3)Oc2ccc(NS(=O)(=O)c3ccccc3)cc2CC1=O	57	-12	-37	0.6
